# 12-LOX inh – ALOX12 (human) lipoxygenase inhibition; P18054; 580,000 tested, 1.1% active; Potency, µM (series often up to 108 µM), for the others: at the highest dose activity change, negative = inhibition, actives largely listed as inhibitors; purified 12hLO, xylenol orange hydroperoxide absorbance; active = well fitted inhibition curve with a large enough effect; inconclusive = small, poorly fitted or top-dose-only effect, or another doubt; inactive = no such curve, though single readings can be large or run the other way
# Target sequence (P18054 whole entry, looked up): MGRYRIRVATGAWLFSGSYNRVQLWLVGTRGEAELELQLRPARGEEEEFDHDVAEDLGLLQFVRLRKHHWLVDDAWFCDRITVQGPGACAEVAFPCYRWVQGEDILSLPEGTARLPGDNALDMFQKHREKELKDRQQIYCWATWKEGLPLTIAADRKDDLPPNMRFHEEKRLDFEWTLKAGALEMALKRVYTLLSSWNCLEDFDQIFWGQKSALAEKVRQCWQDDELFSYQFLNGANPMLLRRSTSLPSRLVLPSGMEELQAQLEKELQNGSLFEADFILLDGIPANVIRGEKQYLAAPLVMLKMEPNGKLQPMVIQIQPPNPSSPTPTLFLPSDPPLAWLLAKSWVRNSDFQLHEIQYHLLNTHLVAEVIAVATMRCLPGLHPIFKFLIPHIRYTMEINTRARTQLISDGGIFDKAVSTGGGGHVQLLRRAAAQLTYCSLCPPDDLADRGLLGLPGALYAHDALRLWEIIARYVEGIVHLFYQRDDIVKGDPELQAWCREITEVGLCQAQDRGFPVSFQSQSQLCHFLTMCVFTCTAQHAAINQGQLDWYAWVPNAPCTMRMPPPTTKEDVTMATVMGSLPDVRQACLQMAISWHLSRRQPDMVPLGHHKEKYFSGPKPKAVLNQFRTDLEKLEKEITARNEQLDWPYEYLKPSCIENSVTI
#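 Purified human 12hLO at 150 nM in 25 mM Hepes, 0.01% Triton X-100, pH 7.0, preincubated 15 min at room temperature with compound. Reaction started with 40 uM arachidonic acid, 30 min at room temperature. Hydroperoxide measured by Fe-xylenol orange, 573/405 nm absorbance ratio.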
# Active calls of the source: *; ? = inconclusive; & = joins results of further samples; [ ] = remark or other dose. % is scaled to controls: 0 for no effect and ±100 for the full control effect; potency is read from the fitted curve at half-maximal effect. An excerpt, so the mix of outcomes need not match the whole.
SMILES,12-LOX inh
COc1ccccc1C(=O)N1CCCN(c2cc(-c3ccc(Br)cc3)[nH]n2)CC1,-9.6%
Cn1cnc2cc(C(=O)N3CCC4(CC3)OCCCC4O)ccc21 (stereo not given),10.6%
O=C(NC1CCN(c2cnn(Cc3ccccc3)c(=O)c2)CC1)C1CCOCC1,8.0%
COC(=O)[C@@]12C[C@@H](CC(=O)NCc3ccccc3)C(=O)N(Cc3ccc4c(c3)OCO4)C1=CCC(C)(C)C2,-4.0%
CCOc1ccc2c(n1)CCN(C(=O)Cc1ccccc1C)C2,5.3%
COc1ccc(CN(CCCn2cnc3c(OC)ncnc32)CCCn2cnc3c(OC)ncnc32)cc1,0.0%
CS(=O)(=O)NCCC(=O)O,2.3%
COc1cc(Nc2cc3c(cn2)nc(-c2ccco2)n3C)cc(OC)c1OC,16.4%
COc1ccc(C(=O)Oc2ccccc2C(C)=O)cc1Br,-6.3%
COc1ccc(-c2cc(NC=O)c3ncc(-c4cccc(C(F)(F)F)c4)n3c2)c(OC)c1,?
Nc1nnnn1NCc1cc(Cl)ccc1OCc1ccc(Cl)cc1Cl,?
O=C1CN(C(=O)C2CNCC23CCOCC3)CCN1 (stereo not given),71.6%[activator]

# Reprinted from the part before: two compounds, then new ones.
SMILES,12-LOX inh
Nc1nnnn1NCc1cc(Cl)ccc1OCc1ccc(Cl)cc1Cl,?
O=C1CN(C(=O)C2CNCC23CCOCC3)CCN1 (stereo not given),71.6%[activator]
COCCn1c(N)c(N(Cc2ccccc2)C(=O)C(C)Oc2ccc(Br)cc2)c(=O)[nH]c1=O (stereo not given),?
CCC(CO)NC(=S)Nc1cccc(C)c1 (stereo not given),?
CCNC(=O)[C@@H]1C[C@H](NC(=O)c2cc(C)nn2C)CN1C(=O)c1cc[nH]c1,4.5%
CCCN(Cc1nnc(-c2ccccc2Cl)o1)C(=O)c1ccc(F)cc1Cl,-30.4%
CCc1ccc(-c2noc(CSc3ccc(S(=O)(=O)N4CCN(C)CC4)cn3)n2)cc1,?
OC(CN(CC1CCOC1)C1CC1)c1ccc(C(F)(F)F)cc1 (stereo not given),-16.8%
Fc1ccc(-c2cc(CC3(NCC4CCCCC4)COC3)no2)cc1,15.2%[176 µM]
O=C(Nc1ccncc1)C1CCN(C(=O)c2ccc3ccccc3n2)CC1,8.2%
C[C@@H]1CN([C@H](C)CO)C(=O)c2c(c3ccccc3n2C)-c2ccccc2CO[C@H]1CN(C)Cc1ccc(C(F)(F)F)cc1,-14.2%
CC(=O)c1ccc(S(=O)(=O)NCCC(=O)N2CCN(CC(=O)Nc3cccc(F)c3)CC2)cc1,2.7%
Cn1nc(C(=O)Nc2ccnn2Cc2cccc(Cl)c2)c2ccccc2c1=O,-9.1%
Oc1ccc(-c2nc(C3CC3)nc3c2CCN(CC2CCCCC2)CC3)cc1,?
CNCc1cccc(C(F)(F)F)c1,-0.4%[12.5 µM]
Cc1cc(C(=O)CN2C(=O)NC(C)(c3ccc(F)c(F)c3)C2=O)c(C)n1C1CC1 (stereo not given),3.8%
CC(C)Oc1ccc(NC(=O)CCc2c[nH]c3ccccc23)cc1,12.0%
Cc1oc(-c2ccccc2)nc1CC(=O)NCCc1ccc(F)cc1,-13.4%
CN(Cc1ccccc1)C(=O)C(=O)c1c[nH]c2ccccc12,-3.7%&-9.9%
O=C(NC[C@H]1O[C@@H](CC(=O)N2CCOCC2)[C@H](O)[C@@H]1O)Nc1ccc(F)cc1F,-3.3%[176 µM]
Cc1ccc(-c2nnc(C3CN(C(=O)c4cccc(C)c4)CC34CCOCC4)o2)cc1 (stereo not given),20.5%
Cc1cccc(C)c1NC(=O)CN1CCN(C(=O)CCc2ncc(-c3ccc(F)cc3)o2)CC1,-11.8%
COc1ccc(C(=O)N2CC[C@H](c3nnc(-c4ccccc4)o3)C2)cc1,28.2%[176 µM]
O=C(c1ccc(N2CC3CC(C2)[C@H]2CCCC(=O)N2C3)nc1)N1CCc2ccccc2C1 (stereo not given in full),16.2%
CCCc1nnc2sc(COc3ccc(Br)cc3)nn12,?
CC(C)C[C@H]1CNC(=S)N1C[C@H]1CCCN1C[C@H](Cc1ccc(O)cc1)N1C[C@H](Cc2ccccc2)N(CCc2ccccc2)C1=S,?
CCC[C@@H]1C=C(C(=O)OCC)[C@H](c2ccccc2)N1S(=O)(=O)c1ccc(C)cc1,28.6%
CCCCCC(=O)N/N=C/c1ccc(C(C)C)cc1,-3.1%
CC(C)n1nc(C(=O)Nc2cccc(S(=O)(=O)N3CCCCCC3)c2)c2ccccc2c1=O,2.2%
CC(=O)N1CCCC(c2nn(C)c(=O)n2C(C)C)C1 (stereo not given),-2.7%
CCOC(=O)c1ccc(NC(=O)Cn2nc3c(cc2=O)CCCCC3)cc1,-21.5%
CC(=O)c1ccc(OC(=O)c2cnc(C)cn2)cc1,?
Cc1ccccc1CCN1CCC(CN(C(=O)c2cnn(C(C)C)c2)C2CCCC2)CC1,?
CC(CCc1ccccc1)NC(=O)Cn1cccc1-c1nc(-c2ccc3c(c2)OCO3)no1 (stereo not given),32.4%[activator]
CC1=C(C(=O)N(C(C)C)C(C)C)CC(CC(=O)NCc2cccc3ccccc23)C(=O)N1Cc1ccc(C(C)(C)C)cc1 (stereo not given),-7.4%
CC1(c2cccnc2)N(Cc2ccccc2)C(=O)OC12CCN(C(=O)COc1ccccc1)CC2 (stereo not given),-3.5%
CCC(=O)Nc1c(-c2cc(=O)oc3ccc(Cl)cc23)oc2ccccc12,?
CCCNC(=O)c1nnn2cc(C)[nH]c(=O)c12,6.4%
COc1cccc(CC2(CO)CCCNC2)c1 (stereo not given),-0.3%
Fc1cccc(Nc2nc(NCc3ccco3)nc3c2cnn3-c2ccccc2)c1,-19.4%
CC1=C(C(=O)Nc2ccccc2)C(c2ccc(F)cc2)N2C(=O)CSC2=N1 (stereo not given),3.3%
Cc1ccc(C)c(N(C)S(=O)(=O)c2ccc3oc(=O)ccc3c2)c1,5.8%
COc1ccc(NC(=O)CCc2ncc(-c3ccccc3F)o2)cc1Cl,26.3%
C[C@@H]1CN([C@H](C)CO)C(=O)CCCn2nncc2CO[C@@H]1CN(C)S(=O)(=O)c1cccc(C#N)c1,-4.1%
Cc1ccc(C(CC(=O)N2CCCCC2)c2cn(C)c3ccccc23)cc1 (stereo not given),?
Cc1ccc(C(=O)N2CCC(Oc3ncccc3C(=O)N3CCCCC3)C2)cc1F (stereo not given),11.0%
CC(C#N)(NC(=O)CSc1ccccn1)C1CC1 (stereo not given),?
COc1cc(F)ccc1NC(=O)c1ccc2ccccc2n1,-19.7%
O=C(NCC1CC1)c1cn(C2CN(C(=O)NCC3CCCO3)C2)nn1 (stereo not given),14.7%
O=C1NCC2(CCN(Cc3ccc(F)cc3)CC2)Oc2ccccc21,9.1%[6.33 µM]
O=C(/C=C/Sc1ccccc1)Nc1ccccc1,-25.4%
CC(C)C1C(=O)N(Cc2cn(CC3CCCCC3)nn2)CCS(=O)(=O)N1Cc1ccc(-c2ccc(F)nc2)cc1 (stereo not given),?
CC(=O)N1CCCC(C)(C(=O)Nc2ccc3nc(C)ccc3c2)C1 (stereo not given),-13.2%
Cc1n[nH]c(C)c1C(N)C(=O)N1CCCN(CCCN2CCCC2)CC1 (stereo not given),31.8%[activator]
Cc1cc(Cl)ccc1OCCCc1n[nH]c(=S)n1Cc1ccco1,17.8µM*
Cn1c(=O)c2c(nc(NCc3ccccc3)n2Cc2cccc(Br)c2)n(C)c1=O,-11.6%
CC1(C(=O)Nc2cccc(C(F)(F)F)c2)Cc2c(-c3ccc4c(c3)OCO4)ccnc2O1 (stereo not given),-17.0%
O=C(CSc1nc2cc(Cl)ccc2s1)Nc1ccc(F)cc1,0.1%
Cc1c(CC(=O)NCc2ccco2)c(=O)oc2cc(O)ccc12,-5.8%
COc1cc(CN2CCCC(c3nc(-c4ccncc4)ncc3-c3ccccc3)C2)ccc1O (stereo not given),-25.7%
CC(NC(=O)C12CC3CC(CC(Cl)(C3)C1)C2)c1ccc(Cl)cc1 (stereo not given),?
O=C(COc1ccccc1)NC[C@H]1COCc2nc3cc(F)ccc3n21,91.4%[activator][176 µM]

# New compounds follow
SMILES,12-LOX inh
COc1cc(NC(=O)c2cccc(Cl)c2)ccc1NC(=O)c1cc2ccccc2o1,-7.2%
F[C@@H]1CN(Cc2cnc3ccccc3c2)C[C@@H]1OCc1nc2ccccc2[nH]1,12.7%[176 µM]
CCc1ccc(S(=O)(=O)N2CCC(Oc3ncccc3C(=O)N(C)C)C2)cc1 (stereo not given),27.8%
Cc1c(Cl)cccc1N(CC(=O)Nc1c(C)n(C)n(-c2ccccc2)c1=O)S(C)(=O)=O,-24.0%
CNc1oc(-c2ccco2)nc1S(=O)(=O)c1ccccc1,?
CCOc1ccccc1-c1cc(C(=O)O)c2ccccc2n1,?
C=CCn1c(N2CCN(Cc3ccc(Br)cc3)CC2)nc2c1c(=O)[nH]c(=O)n2C,10.1%
COc1cccc(CC(=O)N2CCCC3(C2)NC(=O)N(Cc2ccccc2)C3=O)c1 (stereo not given),1.5%
NC(=O)CN1CCOC(Cc2cccc(C(F)(F)F)c2)C1 (stereo not given),24.8%
CCCc1cc(CNC(=O)c2ccc(N3CCCC(CNC(C)=O)C3)nc2)on1 (stereo not given),20.3%
COC(=O)C[C@H]1CC[C@H](NC(=O)Cc2ccccc2)[C@@H](CO)O1,-12.8%
Cc1cccc(-c2ccccc2C(=O)N2CCC3(CCCN(C)C3=O)C2)c1 (stereo not given),4.2%
Cn1ncc(N2CCC(C(=O)NCC3CCN(Cc4cccc(F)c4)CC3)C2)cc1=O (stereo not given),?
COc1ccc(/C=C2\Oc3cc(OS(C)(=O)=O)ccc3C2=O)cc1OC,-62.1%
Cc1cc(SC(C)C(=O)NC(=O)NC2CC2)nc2c(C)cccc12 (stereo not given),1.2%
COc1ccc(C(=O)N(CCCN(C)C)c2nc3ccc(Cl)cc3s2)cc1OC,?
CCOC(=O)C1(Cc2ccccc2C)CCCNC1 (stereo not given),13.1%
CCCNC(=O)c1ccccc1-c1ncc(-c2ccccc2)o1,2.8%
Cc1ccc(S(=O)(=O)N2CCN(C(=O)N(C)C)C2C(C)C)cc1 (stereo not given),?
COc1ccccc1CN(C)C[C@H]1OCc2cnnn2CCCC(=O)N([C@H](C)CO)C[C@@H]1C,23.7%
COc1ccc(-c2ccc(N3C(c4ccsc4)=Cc4ccc(F)cc4C3c3c[nH]c4ccccc34)cc2)cc1 (stereo not given),?
CC(C)S(=O)(=O)N1CC(n2cc(C(=O)NCc3ccccc3)nn2)C1,-4.0%
NC(Cc1ccc(F)cc1)c1csc(Nc2nccc(C(F)(F)F)n2)n1 (stereo not given),-21.7%
OC[C@H]1CCN(c2nnnn2-c2ccc(Oc3ccccc3)cc2)C[C@H]1O,15.2%

# Part of the list above in order of length of the SMILES, rising.
SMILES,12-LOX inh
CCOC(=O)C1(Cc2ccccc2C)CCCNC1 (stereo not given),13.1%
CCOc1ccccc1-c1cc(C(=O)O)c2ccccc2n1,?
CNc1oc(-c2ccco2)nc1S(=O)(=O)c1ccccc1,?
Cc1cc(SC(C)C(=O)NC(=O)NC2CC2)nc2c(C)cccc12 (stereo not given),1.2%
NC(Cc1ccc(F)cc1)c1csc(Nc2nccc(C(F)(F)F)n2)n1 (stereo not given),-21.7%
Cc1cccc(-c2ccccc2C(=O)N2CCC3(CCCN(C)C3=O)C2)c1 (stereo not given),4.2%
COc1ccc(C(=O)N(CCCN(C)C)c2nc3ccc(Cl)cc3s2)cc1OC,?
OC[C@H]1CCN(c2nnnn2-c2ccc(Oc3ccccc3)cc2)C[C@H]1O,15.2%
COC(=O)C[C@H]1CC[C@H](NC(=O)Cc2ccccc2)[C@@H](CO)O1,-12.8%
Cn1ncc(N2CCC(C(=O)NCC3CCN(Cc4cccc(F)c4)CC3)C2)cc1=O (stereo not given),?
C=CCn1c(N2CCN(Cc3ccc(Br)cc3)CC2)nc2c1c(=O)[nH]c(=O)n2C,10.1%
Cc1c(Cl)cccc1N(CC(=O)Nc1c(C)n(C)n(-c2ccccc2)c1=O)S(C)(=O)=O,-24.0%
COc1ccccc1CN(C)C[C@H]1OCc2cnnn2CCCC(=O)N([C@H](C)CO)C[C@@H]1C,23.7%
COc1ccc(-c2ccc(N3C(c4ccsc4)=Cc4ccc(F)cc4C3c3c[nH]c4ccccc34)cc2)cc1 (stereo not given),?

# (cont.)
SMILES,12-LOX inh
COc1ccccc1C(=O)N1CCn2c(nn(-c3ccc(F)cc3F)c2=O)C1,51.2%[activator]
CCOc1ccc2c(n1)CCN(C(=O)c1ccc(C)s1)C2,24.0%
CCC(=O)N1N=C(c2ccccc2C)CC1c1ccc2nccnc2c1 (stereo not given),-8.8%
O=C(COc1ccc2c(c1)CCC2)NC1CCS(=O)(=O)C1 (stereo not given),?
O=C(Cn1c(CO)cnc1SCc1c(F)cccc1Cl)NCc1ccccc1,-24.6%
CN1C[C@@H](NC(=O)NC2CCCCC2)C[C@H]1c1nc(Cc2ccccc2)no1,?
CN(Cc1ccccc1)CC(C#N)C(O)c1ccccn1 (stereo not given),3.5%
Cc1cccc(C)c1OCCNC(=O)Cc1n[nH]c(=O)c2ccccc12,?
CC(=O)Nc1ccc(-c2csc(-c3ccccc3C)n2)cc1,?
CCCNc1c(NC(=O)C2CC(=O)N(c3ccccc3)C2)c(=O)oc2ccccc12 (stereo not given),?
CC(C)c1ccc(/C=C(/C#N)C(=O)Nc2cccc3ncccc23)cc1,15.8µM*
O=C1CCN(C(=O)c2ccsc2)CCCOCCN1,-7.8%
Cc1ccc(C(=O)N2CCCc3cc(C(=O)NCCC(C)C)ccc32)cc1,1.1%
COC(=O)CN1C(=O)[C@@H]2C[C@@H](O)CN2C2(CN(Cc3ccc(F)cc3)C2)C1=O,41.3%[activator][176 µM]
Cc1ccccc1-c1csc(C(O)c2cccc(Cl)c2)n1 (stereo not given),-7.5%

# Bioassay records from PubChem.
